Assay outcomes: PubChem BioAssay, National Center for Advancing Translational Sciences (NCATS)
POLB inh: blocks human DNA polymerase beta activity. Potency, µM (titrated, usually from 114 µM), without a hit: top-dose activity change, negative = inhibition, actives largely listed as inhibitors. Pol beta primer extension/strand displacement, fluorescence kinetic. 340,000 compounds, 1.3% hits. P06746; note: potency is the fitted concentration of half-maximal effect; % is set by controls: 0 for no effect and ±100 for the full control effect
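Curves were derived by four-parameter Hill fits of normalized qHTS data. The kinetic fluorescent primer-extension read was taken at 0 and 10 min after 50 nM substrate, following a 15 min room-temperature preincubation of 10 nM enzyme with compounds.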
BLM inh: blocks DNA unwinding by human BLM helicase; Potency, µM (series often up to 56.1 µM), inactives show at the highest dose activity change, negative = inhibition, most hits filed as inhibitors; P54132; recombinant BLM DNA unwinding, fluorescence dequenching; AID 2528; 350,000 compounds, 0.2% hits;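 note: potency is the fitted concentration of half-maximal effect; plate controls were vehicle for no effect and no enzyme for full effect; nearly all actives have a fitted effect of over 35% in size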
12-LOX inh: blocks human arachidonate 12S-lipoxygenase; purified 12hLO, xylenol orange hydroperoxide absorbance; AID 1671190; 580,000 compounds, 1.1% hits; Potency, µM (top dose mostly 108 µM), for the others: at the top dose activity change, negative = inhibition, most hits filed as inhibitors; P18054; note: potency is the fitted concentration of half-maximal effect; % is set by controls: 0 for no effect and ±100 for the full control effect
Target sequence (P18054 whole entry, looked up): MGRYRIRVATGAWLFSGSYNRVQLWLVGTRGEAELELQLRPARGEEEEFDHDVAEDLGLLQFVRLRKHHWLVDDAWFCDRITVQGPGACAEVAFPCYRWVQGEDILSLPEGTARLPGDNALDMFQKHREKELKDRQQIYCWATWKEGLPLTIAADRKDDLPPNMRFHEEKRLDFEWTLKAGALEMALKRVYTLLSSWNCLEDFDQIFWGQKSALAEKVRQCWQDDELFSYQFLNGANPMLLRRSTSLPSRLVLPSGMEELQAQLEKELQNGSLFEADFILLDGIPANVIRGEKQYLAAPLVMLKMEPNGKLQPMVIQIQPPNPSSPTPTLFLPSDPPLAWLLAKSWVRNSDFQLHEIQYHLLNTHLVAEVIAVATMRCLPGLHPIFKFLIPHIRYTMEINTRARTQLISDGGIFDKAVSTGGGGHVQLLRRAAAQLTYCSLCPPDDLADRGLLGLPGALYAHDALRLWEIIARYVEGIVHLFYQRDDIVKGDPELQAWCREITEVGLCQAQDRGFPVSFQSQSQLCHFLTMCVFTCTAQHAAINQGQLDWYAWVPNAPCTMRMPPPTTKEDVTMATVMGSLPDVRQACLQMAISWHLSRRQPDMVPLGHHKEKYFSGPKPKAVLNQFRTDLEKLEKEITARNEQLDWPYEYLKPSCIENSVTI
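Purified human 12hLO (150 nM final) in 25 mM Hepes, 0.01% Triton X-100, pH 7.0 was preincubated 15 min at room temperature with compound. Then 40 uM arachidonic acid was added, 30 min. Hydroperoxide was read by Fe-XO absorbance ratio 573/405 nm.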
ERG Ets-DNA blk: ERG Ets/DNA interaction inhibition | P11308 | fluorescence polarization, His-ERG Ets domain / labelled DNA | Potency, µM (titrated, usually from 76.9 µM), without a hit: at the top dose FP activity, negative = inhibition, actives largely listed as inhibitors | 370,000 compounds, 0.028% hits; active = well fitted inhibition curve with a large enough effect in the polarisation, with a control signal flat; inconclusive = small, poorly fitted or top-dose-only effect, or effect the other way, or a change in a side signal; inactive = no such curve, though single readings can be large or run the other way; the % refers to the polarisation;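 note: polarization taken with two DNA probes labelled with fluorescein and Texas red; potency is the fitted concentration of half-maximal effect; % of control where 0% means no effect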
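His-tagged ERG Ets domain (1 uM in the protein solution; 300mM KCl, 50mM Tris-HCl, 1mM EDTA, 1mM DTT, pH 7.5) received compound, then a probe mix of 5 nM fluorescein-DNA and 100nM Texas-615-DNA. Fluorescence polarization was read for both dyes.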
TRHR ag: TRH receptor (human) agonism; P34981; TRHR cells, calcium flux fluo-8, FDSS agonist mode; activation, % at 2 µM; 360,000 compounds, 0.18% hits; AID 493084; in the data active = activation above about 30%; note: 0% is about no effect
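Read-out: compound-evoked intracellular calcium rise in TRHR cells, fluo-8 dye, kinetic FDSS fluorescence at 1 s/cycle following a 10-cycle baseline. Cells cultured overnight before dye loading (30 min–1.5 h, RT).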
Pol iota inh: DNA polymerase iota (human) inhibition. Q9UNA4. Pol iota fluorescent replication assay, 10 min. Potency, µM (highest dose often 115 µM), inactives show top-dose activity, negative = inhibition, actives largely listed as inhibitors. 390,000 compounds, 1% hits. AID 588590; note: potency is the fitted concentration of half-maximal effect
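Pol iota at 10 nM preincubated 15 min with compounds at room temperature; reaction started with fluorescent substrate, 50 nM final. Fluorescence read kinetically at 0 and 10 min; buffer-only wells as negative control.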
APEX1 inh: inhibitors of human APE1 endonuclease. Potency, µM (top dose mostly 65.8 µM), for the others: at the highest dose activity change, negative = inhibition, actives largely listed as inhibitors. recombinant APE1, TAMRA/BHQ-2 abasic DNA cleavage fluorescence. P27695. 350,000 compounds, 0.35% hits;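 note: potency is the fitted concentration of half-maximal effect; plate controls were vehicle for no effect and reference inhibitor for full effect; nearly all actives have a fitted effect of over 55% in size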
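APE1 at 0.75 nM preincubated 15 min at room temperature with compound. Reaction then started with 50 nM double-stranded THF-abasic substrate labelled with TAMRA/BHQ-2, and 525/598 nm fluorescence read kinetically. Activity taken as third-minus-first read difference, normalized to DMSO and NSC13755 controls.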
Pol kappa inh: DNA polymerase kappa (human) inhibition; 400,000 compounds, 0.53% hits; Potency, µM (doses to about 107 µM), for inactives: top-dose activity, negative = inhibition, most hits filed as inhibitors; purified Pol kappa, fluorescent DNA synthesis assay, 10 min; Q9UBT6; note: potency is the fitted concentration of half-maximal effect; % is set by controls: 0 for no effect and ±100 for the full control effect
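Enzyme at 10 nM met test compounds for 15 min at room temperature. Substrate addition (50 nM final) began the reaction, which was monitored by fluorescence at 0 and 10 min.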
Apoferritin bind: candidate novel general anesthetic via apoferritin binding; P02791; apoferritin/1-aminoanthracene competitive binding, fluorescence; Potency, µM (series often up to 77.5 µM), without a hit: at the highest dose activity change, negative = displacement, usual class: inhibitors; 350,000 compounds, 0.074% hits; AID 485281; note: potency is the fitted concentration of half-maximal effect; % is set by controls: 0 for no effect and ±100 for the full control effect; nearly all actives have a fitted effect of over 20% in size
Target sequence (P02791 2-175 limits assumed): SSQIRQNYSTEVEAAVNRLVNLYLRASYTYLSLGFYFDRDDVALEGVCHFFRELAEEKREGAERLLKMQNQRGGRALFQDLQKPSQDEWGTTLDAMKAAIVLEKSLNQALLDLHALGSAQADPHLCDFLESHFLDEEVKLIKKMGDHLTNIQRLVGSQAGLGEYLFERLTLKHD
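Horse-spleen apoferritin (10 uM) was mixed with 50% saturated 1-aminoanthracene in PBS, exposed to compounds for 10 min at room temperature, and read for fluorescence (ex 380 nm, em 535 nm). Competitive displacement was fitted with a four-parameter Hill equation.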
* = called active by the depositor; ? = inconclusive; . = not tested or not shown; [ ] = another dose, or the depositor's remark. Unless noted, calls come from the whole dose curve; as a rule, active = well fitted curve in the direction sought with a large enough effect; inconclusive = small, poorly fitted or top-dose-only effect, or another doubt; inactive = no such curve, though single readings can be large; an effect the other way counts as inactive or inconclusive. The list is partial (hit frequency here may not be typical).

Value order: POLB inh	BLM inh	12-LOX inh	ERG Ets-DNA blk	TRHR ag	Pol iota inh	APEX1 inh	Pol kappa inh	Apoferritin bind
COc1ccc(Cl)cc1S(=O)(=O)N1CCCc2ccccc21
    -1%	-2%	-32%	6%	-0.9	5%	2%	-1%	-9%
CCC1CCCCN1C(=S)NC(=O)c1cc(Br)ccc1Cl (stereo not given)
    .	.	39%[activator]	-1%	-0.2	15%	-7%	-6%	.
COC(=O)c1c(NC(=O)c2cccnc2)sc(C)c1C
    1%	0%	.	0%	-0.4	11%	3%	-14%	-22%
Cc1nc2c(C(=O)N3CCOCC3)cnn2c(C)c1Cc1ccc(Cl)cc1
    25%	-2%	0%	2%	-0.9	2%	0%	-12%	-12%
Cc1csc2nc(=O)c3ccccc3n12
    -25%	-7%	-12%	.	-0.2	18%	1%	-10%	11%
CCN(CC(=O)Nc1ccc(NC(C)=O)cc1)C(=O)CCCc1c[nH]c2ccccc12
    .	.	-2%	-13%	1.9	-2%	4%	-4%	.
COc1ccc(-n2c(=O)c(-c3ccc(F)c(F)c3)nc3cncnc32)cc1
    .	4%	-26%	.	.	.	14%	-2%[60.1 µM]	.
O=C(C1CCN(S(=O)(=O)c2ccc(-n3cnnn3)cc2)CC1)N1CCN(c2ccccc2)CC1
    2%	1%	-14%	-2%	0.9	9%	14%	3%	35%[activator]
COc1ccc(C(CC(=O)Nc2cc(OC)cc(OC)c2)n2cccc2)cc1 (stereo not given)
    -20%	-4%	3%	8%	0.1	164%[activator]	-8%	-14%	-4%
O=C(c1cc(-c2ccccc2)nc2ccccc12)N1CCCC1
    1%	3%	-14%	-7%	-0.1	10%	21%	-1%	-10%
C=CCn1c(N2CCCC2)nc2c1c(=O)[nH]c(=O)n2C
    -6%	1%	-5%	.	-0.3	5%	0%	-8%	-8%
Cc1cc(C)n(-c2cccc(CN(C)Cc3nc(-c4cnccn4)no3)c2)n1
    -28%	-5%	0%	8%	-0.2	29%	-1%	1%	-9%
CC1CC(C)CN(C(=O)CCn2c(=O)oc3ccccc32)C1 (stereo not given)
    ?	-1%	-12%	0%	-0.5	47%[activator]	-10%	-5%	-9%
CCC(=O)N(CCc1ccccc1)Cc1cc2ccc(OC)cc2[nH]c1=O
    -1%	-8%	3%	2%	-2.1	-12%	-14%	21%	-2%
COc1ccc(C(=O)NNC(=S)NC(=O)c2cc(-c3ccccc3)nc3ccccc23)cc1
    21%	-4%	?	10%	0.1	27%	-2%	-9%	-23%
COc1ccccc1C(CNC(=O)c1cccc(S(=O)(=O)Nc2ccc(F)cc2)c1)N1CCCC1 (stereo not given)
    .	.	?	-15%	.	15%	.	-9%	.
Cc1cccc(N/C(N)=N/c2nc(C(F)(F)F)cc(=O)[nH]2)c1C
    20%	-5%	7%	-9%	0.4	21%	-2%	-17%	-2%
COc1ccc(NC(=O)CSc2nnnn2-c2ccccc2F)cc1
    1%	-9%	196%[activator]	4%	-1.1	-15%	19%	5%	-3%
COc1ccccc1C(=O)C1CCCN(C(=O)c2cc(CC(C)C)nc(C)n2)C1 (stereo not given)
    -21%	-2%	-2%	-4%	-0.2	22%	10%	6%	7%
NC(=O)c1sc2nc3c(cc2c1N)CCC3
    -14%	-1%	-20%	-1%	0.0	63%[activator]	0%	3%	-9%
Cc1ccc(NC(=O)N2CCC(CN3CCCC3)CC2)c(C)c1
    35%	2%	1%	-2%	0.1	-8%	.	-10%	4%
CCc1ccc(NC(=S)N(CCOC)C2CCN(C(C)=O)CC2)cc1
    0%	-6%	0%	11%	0.3	-9%	25%	-10%	-6%
COc1ccc(-c2nc(CS(=O)CC(=O)NCc3ccc4c(c3)OCO4)c(C)o2)cc1 (stereo not given)
    7%	4%	-6%	21%	-0.5	26%	-3%	-4%	308%[activator]
COC(=O)N1CCC2(CC1)CN(C(=O)Nc1cccc(F)c1)C2
    .	3%	12%[57.4 µM]	.	.	.	13%	5%[60.1 µM]	.
COc1ccc(NC(=O)c2ccc(COc3ccccc3Br)o2)cc1OC
    3%	-14%	-10%	1%	-1.9	-10%	-11%	-22%	32%[activator]
Cc1ccc(S(=O)(=O)CC(=O)Nc2nc(-c3ccccc3)cs2)cc1
    8%	5%	0%	-10%	-0.3	-3%	-7%	-7%	-4%
CC(=O)c1ccc(N2CCN(C(=O)c3cc4cc5cc(C)ccc5nc4s3)CC2)cc1
    -8%	-8%	-25%	-11%	0.6	10%	.	-6%[60.1 µM]	-3%
Cc1cc(C)c(-c2csc(Cc3nc(-c4cc5ccccc5oc4=O)cs3)n2)cc1C
    8%	-11%	6%	-2%	1.0	11%	6%	0%	-1%
COc1cc(NC(=O)C(CC(C)C)N2Cc3ccccc3C2=O)cc(OC)c1 (stereo not given)
    -2%	-7%	?	0%	-0.4	-6%	.	-16%	-11%
Cc1cn(C)c(CC(=O)N2CCN(c3ccccc3F)CC2)c1C(=O)O
    ?	2%	5%	-1%	-0.4	?	.	-3%[60.1 µM]	-13%

An excerpt from above in order of SMILES length, largest number first.
Value order: POLB inh	BLM inh	12-LOX inh	ERG Ets-DNA blk	TRHR ag	Pol iota inh	APEX1 inh	Pol kappa inh	Apoferritin bind
O=C(C1CCN(S(=O)(=O)c2ccc(-n3cnnn3)cc2)CC1)N1CCN(c2ccccc2)CC1
    2%	1%	-14%	-2%	0.9	9%	14%	3%	35%[activator]
COc1ccccc1C(CNC(=O)c1cccc(S(=O)(=O)Nc2ccc(F)cc2)c1)N1CCCC1 (stereo not given)
    .	.	?	-15%	.	15%	.	-9%	.
COc1ccc(C(CC(=O)Nc2cc(OC)cc(OC)c2)n2cccc2)cc1 (stereo not given)
    -20%	-4%	3%	8%	0.1	164%[activator]	-8%	-14%	-4%
COc1ccc(NC(=O)c2ccc(COc3ccccc3Br)o2)cc1OC
    3%	-14%	-10%	1%	-1.9	-10%	-11%	-22%	32%[activator]
NC(=O)c1sc2nc3c(cc2c1N)CCC3
    -14%	-1%	-20%	-1%	0.0	63%[activator]	0%	3%	-9%

(list continues)
Value order: POLB inh	BLM inh	12-LOX inh	ERG Ets-DNA blk	TRHR ag	Pol iota inh	APEX1 inh	Pol kappa inh	Apoferritin bind
Cc1cc(C)c(C(=O)C(C)OC(=O)Cc2n[nH]c(=O)c3ccccc23)cc1C (stereo not given)
    -27%	-10%	?	1%	3.0	7%	20%	5%	-12%
CC1CN(C(=O)N2CCC(C(=O)NCCCc3ccccc3)CC2)c2cc(Cl)ccc2O1 (stereo not given)
    2%	-3%	2%	2%	-1.0	34%[activator]	.	-15%	-6%
C=CCn1c(SCc2nc3ccccc3c(=O)[nH]2)nnc1-c1cc2cc(Cl)ccc2o1
    15%	0%	150%[activator]	-1%	-0.4	1%	9%	-6%	-4%
Cc1ccc(CC(=O)NCCC(=O)O)cc1
    0%	-3%	9%	19%	0.1	-11%	-2%	15%	-1%
CC(=O)Nc1ccc(N(C(=O)CNC(=O)c2ccco2)C(C(=O)NC2CCCC2)c2ccco2)cc1 (stereo not given)
    105%	0%	9%	-11%	0.3	66%[activator]	6%	-1%	-11%
Cc1onc(-c2ccccc2)c1C(=O)OCC(=O)N(C)c1c(N)n(Cc2ccccc2)c(=O)[nH]c1=O
    .	.	-13%	3%	0.4	21%	36%	0%	.
COc1ccccc1CNCC(=O)N1CC(=O)Nc2ccccc21
    6%	4%	-25%	1%	0.9	-7%	2%	-1%	-5%
O=C(CNC(=O)c1ccccc1)NCC1COc2ccccc2O1 (stereo not given)
    -1%	-4%	-4%	0%	-0.7	-3%	0%	3%	-7%
COc1ccc(C(CNC(=O)c2ccc(N3CCCC3=O)cc2)N(C)C)cc1 (stereo not given)
    29%	2%	29%	-5%	0.2	11%	-8%	3%	-10%
COc1ccc(CN(Cc2cccn2C)S(=O)(=O)c2ccc(C)cc2)cc1
    3%	-8%	-2%	-18%	1.4	14%	-9%	-4%	7%
COc1ccccc1CNC(=O)COc1ccc(S(=O)(=O)N2CCOCC2)cc1C
    19%	-2%	1%	-9%	-1.6	38%[activator]	24%	3%	-4%
O=C(NCC1(N2CCOCC2)CCCCC1)c1ccc(S(=O)(=O)Nc2ccccc2F)cc1
    2%	-3%	9%	-8%	0.5	9%	11%	-16%	-5%
CCN(CC)CCN(Cc1cc2ccc(C)cc2[nH]c1=O)C(=O)Nc1ccc(Cl)cc1
    8%	-9%	?	4%	-0.1	4%	24%	-13%	?
CC(=O)Nc1sc(N/N=C\c2ccccc2)nc1-c1cccs1
    1%	-14%	-26%	-1%	1.6	51%[activator]	-5%	-3%	3%

Limited to 12-LOX inh (2 entries from above):
SMILES | 12-LOX inh
CCN(CC)CCN(Cc1cc2ccc(C)cc2[nH]c1=O)C(=O)Nc1ccc(Cl)cc1 | ?
Cc1cc(C)c(C(=O)C(C)OC(=O)Cc2n[nH]c(=O)c3ccccc23)cc1C (stereo not given) | ?
